Screens (PubChem)
ERK EGF block = qHTS Assay for Inhibitors of the ERK Signaling Pathway using a Homogeneous Screening Assay; Stimulation with EGF | actives 0.41% (n = 130,000) | HEK293-V1b, EGF-stimulated phospho-ERK AlphaScreen | Potency, µM (doses to about 11.5 µM), for the others: top-dose activity change, negative = inhibition, actives largely listed as inhibitors; active means well fitted inhibition curve with a large enough effect; inconclusive means small, poorly fitted or top-dose-only effect, or effect the other way;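 further: plate controls were stimulated vehicle wells for no effect and unstimulated vehicle basal for full effect; nearly all actives have a fitted effect of over 55% in size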
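HEK293 cells stably expressing V1b receptor, serum-reduced (1% FBS) overnight, pretreated 30 min with compound, then stimulated 5 min with 25 nM EGF; phospho-ERK detected by AlphaScreen SureFire. AC50 from Hill fits, normalized to DMSO and EGF.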
Active calls of the source: *; ? = inconclusive; & = joins results of further samples; [ ] = remark or other dose. Potency means the concentration at half of the fitted maximal effect.

Preview:
smiles	ERK EGF block
CC(=O)NCC(=O)Nc1ccc(Br)cc1C(=O)c1ccccc1	10%[57.5 µM]
Cn1c(O)c(C2=NN(C(=O)CCl)C(c3ccccc3)C2)c(=O)n(C)c1=O (stereo not given)	0%[57.5 µM]
Cc1noc(C)c1C(=O)N1CCC[C@@]2(CCN(CC(C)C)C2)C1	-12%

All compounds of this part, from the start:
smiles	ERK EGF block
CC(=O)NCC(=O)Nc1ccc(Br)cc1C(=O)c1ccccc1	10%[57.5 µM]
Cn1c(O)c(C2=NN(C(=O)CCl)C(c3ccccc3)C2)c(=O)n(C)c1=O (stereo not given)	0%[57.5 µM]
Cc1noc(C)c1C(=O)N1CCC[C@@]2(CCN(CC(C)C)C2)C1	-12%
CCN1C[C@]2(COC)CC[C@H](O)[C@@]34[C@@H]5C[C@H]6[C@@H](OC)[C@H]5[C@](O)(C[C@@H]6OC)[C@@](O)([C@@H](OC)[C@H]23)[C@@H]14	6%[25.7 µM]
O=c1[nH]c(=O)n(Cc2ccccc2)c(O)c1/C=N/NCCO	-8%[57.5 µM]
Cc1c(N=Nc2c(O)[nH]c(=S)[nH]c2=O)c(=O)n(-c2ccccc2)n1C	1%
Cc1[nH]c2ccccc2c1C(=O)CN1CC=C(c2ccccc2)CC1	-3%
COc1ccc(C(=O)C2CCCN(Cc3cnc(C)s3)C2)cc1OC (stereo not given)	-15%[57.5 µM]

(continued)
smiles	ERK EGF block
O=c1ccc2cc(O[C@H]3OC(CO)C(O)C(O)C3O)c(O)cc2o1 (stereo not given in full)	-9%&6%
C=C1[C@@H]2C[C@@]3([C@H]1O)[C@H]1C[C@@H]4[C@@]5(C)CC[C@H](O)[C@]4([C@H]1N(CC)C5)[C@H]3C[C@H]2O	-1%[25.7 µM]
CCN1C[C@@]2(COC)CC[C@H](O)[C@@]34[C@@H]2C[C@@H]([C@@H]13)[C@]1(O)C[C@@H](OC)C2C[C@H]4[C@H]1[C@H]2OC(C)=O	15%[25.7 µM]
COc1cc(N2CCOCC2)ccc1/C=C1\C(=O)NC(=O)N(Cc2cccs2)C1=O	-2%
CCC(=NCc1ccco1)c1c(O)n(-c2ccccc2C)c(=O)[nH]c1=O	4%[57.5 µM]
Cc1cccc(NC(=S)N2CC3CC(C2)c2cccc(=O)n2C3)c1C (stereo not given)	-1%
CNP(=O)(Oc1ccccc1)OC12CC3CC(CC(C3)C1)C2 (stereo not given)	-6%
CC(=NCc1cccnc1)c1c(O)n(Cc2ccccc2)c(=O)[nH]c1=O	6%

Random excerpt: three entries already listed.
smiles	ERK EGF block
CCC(=NCc1ccco1)c1c(O)n(-c2ccccc2C)c(=O)[nH]c1=O	4%[57.5 µM]
O=c1ccc2cc(O[C@H]3OC(CO)C(O)C(O)C3O)c(O)cc2o1 (stereo not given in full)	-9%&6%
CCN1C[C@@]2(COC)CC[C@H](O)[C@@]34[C@@H]2C[C@@H]([C@@H]13)[C@]1(O)C[C@@H](OC)C2C[C@H]4[C@H]1[C@H]2OC(C)=O	15%[25.7 µM]

Continuation.
smiles	ERK EGF block
NC(=O)Nc1ccc(C(=O)OCC(=O)Nc2ccc(Cl)cc2C(=O)c2ccccc2)cc1	2%
O=P(Nc1cccc(Cl)c1)(Oc1ccccc1)Oc1ccccc1	-12%
O=C1NC(=O)N(c2ccc(F)cc2)C(=O)/C1=C/c1ccc(N2CCOCC2)cc1	-4%
CC(CN1CCOCC1)OC(=O)Cc1ccccc1 (stereo not given)	-4%
C=C1N2CCC(CC2)C1(O)c1ccc(C)c(C)c1 (stereo not given)	6%
Cc1ccc2c(c1Cl)NC(C(=O)O)C1CC(Sc3ccccc3[N+](=O)[O-])C(Cl)C21 (stereo not given)	-2%[57.5 µM]
CC(C)[C@@]1(NC(=O)[C@@H]2C[C@@H]3c4cccc5[nH]cc(c45)C[C@H]3N(C)C2)O[C@@]2(O)[C@@H]3CCCN3C(=O)[C@H](Cc3ccccc3)N2C1=O	-8%[57.5 µM]
COc1ccc(NC2(C#N)CCCCC2)cc1	3%

Next compounds
smiles	ERK EGF block
CCn1ccnc1CN1CCCC(C(=O)c2cc(Cl)ccc2OC)C1 (stereo not given)	-6%
Cc1ccc(N=Nc2cc(C)ccc2N)cc1	?
O=c1[nH]c(=O)n(Cc2ccc(F)cc2)c(O)c1/C=N/Nc1ccccc1	3%[57.5 µM]
Cc1ccc(C2=NN(CCC(=O)N3CCC4(CC3)OCCO4)C(=O)CC2)cc1	0%
CN=C(SCC(=O)c1cccc(Cl)c1)c1c(O)n(C)c(=O)n(C)c1=O	1%[57.5 µM]
O=C(NCCN1CCCCC1)c1ccc(Cl)nc1Cl	3%[57.5 µM]
COc1cc2c(C(=O)O)c(C)n(C)c2cc1Br	29%
Cc1c(C(=O)Nc2ccccc2)cc(-c2ccccc2)n1CCCN1CCOCC1	-2%[57.5 µM]

(list continues)
smiles	ERK EGF block
Cc1ccc(-c2nc3ccccc3c(=O)n2-c2ccccn2)cc1	6%
CCn1c(C)cc(/C=C2\C(=O)NC(=O)N(c3ccccc3C)C2=O)c1C	-3%
CCC1C2CC3C4N(C)c5ccccc5[C@]45CC(C2C5O)N3C1O (stereo not given in full)	21%
Cc1ccc(-n2c(O)c(C=NCCC3=CCCCC3)c(=O)[nH]c2=O)cc1	-13%
Cc1nc2c(-c3ccccc3)c(C)nn2c(C)c1CCC(=O)N1CCC2(CC1)OCCO2	2%
Cc1ccccc1CN1CCNCC1	-3%
CN(C(=O)Cc1ccccc1)[C@H](CN1CCCC1)c1ccccc1	-11%
Fc1ccc(C2=CCN(C(c3ccc(Cl)cc3)c3nnnn3Cc3ccccc3)CC2)cc1 (stereo not given)	-4%

Carrying on:
smiles	ERK EGF block
CC(=O)OC1(c2ccccc2)CCN(C)C(C)C1C (stereo not given)	-6%
O=C(c1ccc(C(F)(F)F)cc1)C1CCCN(Cc2ccncc2)C1 (stereo not given)	-15%
CNC(=O)Oc1ccc(-c2cn3cc(C)ccc3n2)cc1	9%
CC(C)=CCCC1(C)C=Cc2c(O)c3c(c(CC=C(C)C)c2O1)OC12C(=CC4CC1C(C)(C)OC2(C/C=C(/C)C(=O)O)C4O)C3=O (stereo not given)	37%[activator]
CC(C)C(=O)Nc1nnc(CCN(CCc2nnc(NC(=O)C(C)C)s2)[N+](=O)[O-])s1	8%[57.5 µM]
Cc1ccc(N2C(=O)NC(=O)C(CCc3ccncc3)(Cc3cccc(Cl)c3Cl)C2=O)cc1 (stereo not given)	-7%
CCn1cnc2c(Nc3cccc(Cl)c3)nc(N[C@@H]3CCCC[C@@H]3N)nc21	14%
CCNC(=O)NNC(=O)C1CC(c2cccnc2)=NO1 (stereo not given)	-9%

Following part
smiles	ERK EGF block
Cc1cc(C=C2C(=O)NC(=O)NC2=O)c(C)n1-c1ccncc1	1%
CC/C(=N\Nc1ccccc1)c1c(O)n(C)c(=O)n(C)c1=O	-7%
COc1ccc(CC2c3cc(OC)c(OC)cc3CCN2C)cc1OC (stereo not given)	0%
Cc1cccc(OP(N)(=O)Oc2cccc(C)c2C)c1C	-5%[57.5 µM]
Cc1ccccc1CCNCc1ccc(Br)cc1	-2%
Cc1nc2ccccc2c(=O)n1-c1ccc(Cl)cc1[N+](=O)[O-]	-10%
C[C@@H](N)Cn1ccc2cc(F)c(Cl)cc21	-12%
Cc1cc(C=C2C(=O)NC(=S)NC2=O)c(C)n1C1CCCC1	-5%

(listing goes on)
smiles	ERK EGF block
O=C(c1csnn1)N1CCC[C@@]2(CCN(Cc3ccncc3)C2)C1	-10%
COc1ccc(CC2(CCc3ccncc3)C(=O)NC(=O)NC2=O)c(OC)c1	1%
O=C(O)CCC(=O)NCCC1=c2ccccc2=N/C1=C\c1c(O)n(Cc2ccc(F)cc2)c(=S)[nH]c1=O	?
CS(=O)(=O)N1CCC2(CCCN(Cc3ccncc3)C2)CC1	-3%
COc1ccc(NC(=S)NC(NC(=O)CF)C(Cl)(Cl)Cl)cc1[N+](=O)[O-] (stereo not given)	-2%
CCC(CC)NCc1c[nH]c2ccccc12	-4%
C=CC(C)C(C(=O)c1ccccc1)N(C)C (stereo not given)	1%
c1ccc(C2NCCc3[nH]cnc32)cc1 (stereo not given)	2%[57.5 µM]

(cont.)
smiles	ERK EGF block
O=C(N/N=C/c1c(O)n(Cc2ccc(F)cc2)c(=S)[nH]c1=O)c1ccncc1	-7%[57.5 µM]
N[C@@H](CCCCP(=O)(O)O)C(=O)O	-12%
CC1CCN(C(=O)CCl)CC1	4%
CCCN(CCC)[C@H]1CCc2c(F)ccc(O)c2C1	12%
C[N+]1(C)C2CC(OC(=O)C(CO)c3ccccc3)CC1C1OC12 (stereo not given)	-5%&20%&6%
CCCCNc1ccncc1S(=O)(=O)NC(=O)NC(C)C	4%
CCCC(CCC)C(=O)OC[N+](C)(C)CCOC(=O)C(O)(c1ccccc1)C1CCCC1 (stereo not given)	1%
O=C1NC(=O)C(CCc2ccncc2)(CCc2ccncc2)C(=O)N1CCc1ccccc1	-17%[57.5 µM]

Other records
smiles	ERK EGF block
CCOC(=O)c1ccc2[nH]c(-c3ccc(S(=O)(=O)F)cc3)cc(=O)c2c1	-1%[57.5 µM]
CCCCn1c(O)c(C(C)=NCc2ccc3c(c2)OCO3)c(=O)[nH]c1=O	0%[57.5 µM]
C=CCN(CC#CCOc1ccccc1OC)CC=C	-7%
C=CCn1c(O)c(/C=N/N2CCCCC2)c(=O)[nH]c1=O	-3%[57.5 µM]
CCOc1ccc(N=Cc2c(O)n(Cc3ccccc3)c(=S)[nH]c2=O)cc1	-2%[57.5 µM]
COc1nc(NC(C)C)nc(NC(C)C)n1	19%
c1cc2c(cc1CCNC1C3CC4CC(C3)CC1C4)OCO2 (stereo not given)	-3%
C/C(=N\N1CCCCCC1)c1c(O)n(-c2ccc(C)cc2)c(=O)[nH]c1=O	-17%

(cont.)
smiles	ERK EGF block
c1cnc(N2CC[C@@]3(CCCNC3)C2)nc1	9%
CN1CCC(c2c[nH]c3ccc(O)cc23)CC1	1%&7%
C/C=C(/C)C(=O)O[C@H]1C(C)=C2C([C@@H]1OC(=O)CCCCCCC)[C@@](C)(OC(C)=O)C[C@@H](OC(=O)CCC)[C@@]1(O)[C@H]2OC(=O)[C@@]1(C)O (stereo not given in full)	?
COC(=O)C1C2c3ccccc3C(c3ccccc32)C1C(=O)OC (stereo not given)	-1%[57.5 µM]
O=c1cccc2n1CC1CC2CN(S(=O)(=O)c2ccc(F)cc2)C1 (stereo not given)	-1%
Cc1ccc(NP(=O)(Nc2ccc(C)cc2)Oc2ccccc2)cc1	2%
Cc1cccc(NP(C)(=O)c2nc3c(s2)CCCC3)c1 (stereo not given)	5%
CN(C)CCN(C)CCc1ccc(Cl)c(Cl)c1	-6%

(cont.)
smiles	ERK EGF block
O=c1c(O)c(-c2ccc(O)c(O)c2)oc2cc(O)cc(O)c12	?
CC(Cl)(Cl)/C(=N/P(=S)(N1CCOCC1)N1CCOCC1)N1CCOCC1	5%[57.5 µM]
CN(C)C(Cc1ccc(C#N)cc1)C(=O)c1ccccc1 (stereo not given)	-2%
CC(C)c1ccc(N2C(=O)NC(=O)/C(=C/C=C/c3ccco3)C2=O)cc1	-1%
CN[C@@H]1C[C@@H](c2ccc(Cl)c(Cl)c2)c2ccccc21	8%
C=CC[N+]1(C)C2CCC1CC(O)C2 (stereo not given)	-4%
CCN(CC)c1ccc(CNc2nc3ccccc3n2C)cc1	?
CCCNS(=O)(=O)c1ccc(OCC(=O)N2CCN(C)CC2)cc1	1%

Next part.
smiles	ERK EGF block
COC1C(O)C(C)O[C@@H](OC2CC[C@@]3(C)C4CC[C@]5(C)C(C6=CC(=O)OC6)CC[C@@]5(O)C4CC[C@@H]3C2)C1O (stereo not given in full)	19%
O=P(Nc1cccnc1)(Oc1ccccc1)Oc1ccccc1	-3%
CC1(C)C2SCC(=O)N2CCN1CC(=O)NN (stereo not given)	-17%[57.5 µM]
COc1ccccc1N(CC(=O)NC1CCCCC1)C(=O)c1cnn(C(C)C)c1	2%
CC1=NN=C(c2ccc(N)cc2)c2cc3c(cc2C1)OCO3	17%&2%
CCOC(=O)C1(CCc2ccccc2)CCN(Cc2ccco2)CC1	-11%[57.5 µM]
Cl.Cl.Cl.Cl.Cl.Cl.N.N.N.N.NNNNN.NNNNN.O.O.[Ru].[Ru].[Ru]	-10%
N#Cc1ccc(CN2CC[C@@]3(CCCNC3)C2)cc1	10%

(listing goes on)
smiles	ERK EGF block
CCc1ccc(N2C(=O)NC(=O)/C(=C\C=C\c3ccco3)C2=O)cc1	?
O=C(O)c1ccc(NC(=O)N2C[C@H]3C[C@@H](C2)c2cccc(=O)n2C3)cc1	-10%
N=C1c2ccccc2CN1c1ncccn1	5%
Clc1ccc(CNC2CN3CCC2CC3)cc1 (stereo not given)	-22%
O=C(Cc1cc(=O)[nH]c(=O)[nH]1)N1CCN(CCO)CC1	-7%[57.5 µM]
CC/C=C\C/C=C\C/C=C\C/C=C\C/C=C\CCCC(=O)NC(C)C(=O)O (stereo not given)	0%
Cn1c(=O)c2c(ncn2CCCl)n(C)c1=O	0%[57.5 µM]
Cc1cc(NC(=O)CCl)no1	-6%

Other structures.
smiles	ERK EGF block
O=C1/C(=C\c2ccncc2)N2CCC1CC2	-1%[57.5 µM]
CCCCC/C=C\C/C=C\C/C=C\C/C=C\CCCC(=O)NCC(=O)O	13%&-6%
COc1ccc(-c2coc3cc(OC(=O)N4CCOCC4)ccc3c2=O)cc1	?
Cc1ccc(-c2ccc(=O)n(CC(=O)N3CCC4(CC3)OCCO4)n2)cc1	0%
COC(=O)[C@@]1(Cc2ccccc2)[C@H]2c3cc(C(=O)N(C)C)n(C)c3C[C@H]2CN1C(=O)c1ccccc1	6%
CCC(C)C12CN3CCN(CC(C)(C3)C1O)C2 (stereo not given)	11%

Some of the compounds tested; rates above refer to the full screens.
